From PubChem BioAssay
NCOA1 inh: SRC1 coactivator transcriptional activity inhibitors, primary screen, cell-based, luminescence. Nuclear receptor coactivator 1 (Homo sapiens), Q15788. HEK293 GAL4-SRC1 luciferase reporter. inhibition, % at 3.6 µM. 360,000 compounds, 0.12% hits. AID 588354, 2011;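 active means inhibition above the campaign mean plus 3 SD, with each screening campaign given its own cutoff, cut at about 60% in these data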;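 further: 0% = DMSO treated cells and 100% = gossypol at 36 µM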
NOD2 RIPK2 PPI: NOD2-RIPK2 binding disruptors in cells, primary screen, fluorescence, CHO cells, BLA complementation; inhibition, % at 4.98 µM; 360,000 compounds, 0.38% hits; CCF4 ratio; Receptor-interacting serine/threonine-protein kinase 2 (Homo sapiens), O43353; in the data active means inhibition above about 21%;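 further: 0% = vehicle only and 100% = reference blocker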
NR2F2 inh: NR2F2 transcriptional activity inhibitors, primary screen, cell-based, luciferase reporter, HEK293T, luminescence | HEK293T NGFI-A luciferase reporter | inhibition, % at 8.6 µM | 370,000 compounds, 0.7% hits;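 active means inhibition above a per-plate cutoff, mean inhibition of test wells between control levels plus 3 SD, cut at about 38% in these data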;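 further: cells cotransfected with COUP-TFII expression vector driving the NGFI-A reporter; 0% = median of COUP-TF2 test wells and 100% = reporter-only cells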
TLR9-MyD88 inh: inhibitors of TLR9-MyD88 association in cells, primary screen, cell-based, CHO, BLA complementation, fluorescence | Toll-like receptor 9 (Homo sapiens) + Myeloid differentiation primary response protein … | CCF4 FRET ratio | inhibition, % at 4.98 µM | 340,000 compounds, 0.21% hits | AID 504734, 2011;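 active means inhibition above the mean over all tested compounds plus 3 SD, cut at about 21% in these data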;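 further: 0% = DMSO only wells and 100% = clavulanate BLA inhibitor control wells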
Target sequence (Q99836 whole entry, looked up): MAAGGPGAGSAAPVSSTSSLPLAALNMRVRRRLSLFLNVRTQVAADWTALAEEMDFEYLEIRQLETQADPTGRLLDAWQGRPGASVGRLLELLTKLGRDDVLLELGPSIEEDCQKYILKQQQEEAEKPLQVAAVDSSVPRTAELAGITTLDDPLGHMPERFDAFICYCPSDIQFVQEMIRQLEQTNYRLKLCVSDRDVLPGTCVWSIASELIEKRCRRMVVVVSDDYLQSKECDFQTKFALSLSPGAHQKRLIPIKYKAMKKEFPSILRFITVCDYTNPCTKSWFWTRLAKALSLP
Target sequence (Q9NR96 whole entry, looked up): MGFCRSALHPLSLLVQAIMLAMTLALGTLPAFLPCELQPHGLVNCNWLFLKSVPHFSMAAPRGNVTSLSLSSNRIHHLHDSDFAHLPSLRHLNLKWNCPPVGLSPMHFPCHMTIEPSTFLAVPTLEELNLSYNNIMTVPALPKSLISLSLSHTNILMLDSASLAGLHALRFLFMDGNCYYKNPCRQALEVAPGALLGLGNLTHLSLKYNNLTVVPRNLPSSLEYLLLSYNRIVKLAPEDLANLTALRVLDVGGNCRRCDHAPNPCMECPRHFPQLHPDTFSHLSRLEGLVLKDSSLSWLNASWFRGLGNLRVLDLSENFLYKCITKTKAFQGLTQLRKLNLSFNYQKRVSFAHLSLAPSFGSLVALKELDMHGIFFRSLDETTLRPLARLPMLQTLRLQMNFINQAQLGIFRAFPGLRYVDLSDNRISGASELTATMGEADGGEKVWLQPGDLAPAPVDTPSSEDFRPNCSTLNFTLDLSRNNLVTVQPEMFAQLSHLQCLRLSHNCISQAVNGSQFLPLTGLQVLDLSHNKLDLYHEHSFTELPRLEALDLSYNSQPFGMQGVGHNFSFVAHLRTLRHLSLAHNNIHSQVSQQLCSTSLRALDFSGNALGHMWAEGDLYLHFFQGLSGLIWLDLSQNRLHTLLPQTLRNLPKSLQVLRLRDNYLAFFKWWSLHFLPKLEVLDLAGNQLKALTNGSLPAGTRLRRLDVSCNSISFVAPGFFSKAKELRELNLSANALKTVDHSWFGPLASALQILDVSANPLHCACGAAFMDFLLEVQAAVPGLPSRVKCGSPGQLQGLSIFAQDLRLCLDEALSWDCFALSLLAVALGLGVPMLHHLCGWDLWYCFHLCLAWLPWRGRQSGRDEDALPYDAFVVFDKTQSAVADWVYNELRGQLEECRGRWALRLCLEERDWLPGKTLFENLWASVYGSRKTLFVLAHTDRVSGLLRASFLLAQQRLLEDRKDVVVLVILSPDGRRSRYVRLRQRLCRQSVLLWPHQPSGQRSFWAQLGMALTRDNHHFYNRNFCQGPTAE
LMP1 NFkB inh: EBV LMP1-driven NF-kappaB luciferase reporter inhibitors, primary screen, cell-based, luminescence, single point; LMP1-induced NF-kappaB luciferase reporter cells; inhibition, % at 12.5 µM; 350,000 compounds, 0.69% hits; AID 504558, 2011; in the data active means inhibition above about 41%;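 further: 0% = neutral control wells and 100% = reference inhibitor control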
NCOA3 inh: SRC3 coactivator transcriptional activity inhibitors, primary screen, cell-based, luminescence | inhibition, % at 3.6 µM | AID 588352, 2011 | 360,000 compounds, 0.17% hits | HEK293 GAL4-SRC3 luciferase reporter | Nuclear receptor coactivator 3 (Homo sapiens), Q9Y6Q9;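 active means inhibition above a per-campaign cutoff, the mean of all compounds plus 3 SD, cut at about 60% in these data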;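 further: 0% = DMSO-treated cells and 100% = gossypol-treated cells at 36 µM; higher means less SRC3-driven luciferase light from the GAL4 reporter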
TROY signal inh: inhibitors of TROY-driven NF-kB signaling, primary screen, Q293 LMP1-TROYcd cells, NF-kB luciferase, uHTS. Q293 LMP1-TROYcd NF-kB luciferase reporter, 4 h. inhibition, % at 10 µM. 360,000 compounds, 0.98% hits;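 active means compounds whose plate-normalised and pattern-corrected inhibition of the luciferase reporter signal at the single screening dose is 50% or more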
Vif inh: HIV Vif self-association inhibitors, primary screen, imaging, HEK293T, single point. HEK293T cells, Vif self-association by quenched fluorescence, 24 h. AID 602346, 2012. 340,000 compounds, 0.35% hits. inhibition, % at 7.49 µM; in the data active means inhibition above about 50%, passing the limit was not always enough; further: some results filed as inactive read as strong as hits
TRAIL sens C8: viability loss with TRAIL in NB7+C8 cells, primary screen, TRAIL sensitizer project, cell-based, ATPlite luminescence; inhibition (viability loss, TRAIL sensitization), % at 10 µM; 360,000 compounds, 1% hits; AID 624354, 2012;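 active means compounds causing at least 50% loss of cell viability in the single-dose screen, relative to plate controls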
NR5A2 inv ag: LRH-1 (NR5A2) inverse agonists, primary screen, cell-based, luminescence, HEK293T, StAR-luciferase reporter | inhibition, % at 3.6 µM | LRH-1 transfected, 24 h | 360,000 compounds, 0.13% hits | Nuclear receptor subfamily 5 group A member 2 (Homo sapiens), O00482;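 active means inhibition above the mean inhibition of all tested compounds plus 3 SD, cut at about 73% in these data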;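 further: 0% = DMSO wells and 100% = reporter-only cells lacking LRH-1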
NCOA2 inhibitor: inhibition of GAL4-SRC2 driven luciferase reporter, primary screen, SRC2 inhibitor project, cell-based, luminescence; Nuclear receptor coactivator 2 (Homo sapiens), Q15596; HEK293 GAL4-SRC2 luciferase reporter; inhibition, % at 9 µM; 370,000 compounds, 0.17% hits; AID 651957, 2012;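 active means inhibition above the mean inhibition of all tested compounds plus 3 SD, set per campaign, cut at about 52% in these data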;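 further: 0% = DMSO treated cells and 100% = cells given Gossypol at 36 µM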
* hit, by the source's call; . = not tested or not shown. The list is partial; the hit share may differ from the screen's.

Results follow in this order: NCOA1 inh	NOD2 RIPK2 PPI	NR2F2 inh	TLR9-MyD88 inh	LMP1 NFkB inh	NCOA3 inh	TROY signal inh	Vif inh	TRAIL sens C8	NR5A2 inv ag	NCOA2 inhibitor
> Cc1ccc(S(=O)(=O)NCCCNC(=O)c2ccccc2)cc1
    -3	-11	5	-5	-7	-1	4	7	-16	-4	8
> CCOC(=O)c1c(-c2ccc(C)o2)csc1NC(=O)CSc1ncn[nH]1
    2	-7	-27	7	-1	1	4	4	-4	-23	8
> CCOC(=O)CCC(=O)NNC(=O)c1ccc(NC(=O)c2ccccc2)cc1
    -7	-1	-11	2	-3	13	-10	-6	-4	33	-28
> NC(=S)N1N=C(c2ccccc2)CC1=O
    -24	-4	8	8	6	1	9	10	2	15	7
> CC(C)[C@H](NC(=O)C1CCN(S(=O)(=O)c2ccc(F)cc2)CC1)C(=O)NCc1ccncc1
    18	5	-16	-1	3	-7	-13	0	1	-2	-1
> Cc1nc(SCC(=O)Nc2c(C)n(C)n(-c3ccccc3)c2=O)c2cnn(-c3ccccc3)c2n1
    -2	-7	-1	2	6	2	2	-2	12	12	25
> Cc1cccc(NC(=O)c2cc[n+]([O-])cc2)c1C
    1	-4	22	3	-19	-17	-20	12	-5	-10	-9
> CC(=O)c1ccc(NS(=O)(=O)c2ccc(N/C=C/C(=O)c3ccc(F)cc3)cc2)cc1
    -66	-7	-23	-6	-8	-2	-15	-9	-11	-47	-37
> CS(=O)(=O)Nc1cccc(-c2cc(NC=O)c3ncc(-c4ccc(F)c(Cl)c4)n3c2)c1
    1	0	-22	.	.	-12	-10	3	2	24	3
> CC(=O)N1CCOc2ccc(S(=O)(=O)NCC3CCC(C(=O)Nc4ccc(C)cn4)CC3)cc21 (centres undefined)
    8	-7	39*	-7	17	25	18	-9	18	37	37
> O=c1[nH]cnc2c1ncn2Cc1ccc([N+](=O)[O-])cc1
    -1	-3	8	4	-2	-19	5	-4	2	3	9
> Cc1noc(C)c1S(=O)(=O)N(CC(=O)N1CCn2c1nc1ccccc12)c1ccc(C(C)C)cc1
    2	7	-2	-6	1	4	4	12	-7	13	-21
> O=C(Cc1ccc(F)cc1)N/N=C/c1ccccn1
    0	8	-10	3	4	5	-11	29	4	10	3
> COc1cc(C)c(NC(=S)Nc2cccc(Cl)c2C)cc1OC
    0	2	0	10	-5	10	-1	2	-8	-23	7
> C/C(CC(=O)Nc1ccc(Cl)cc1Cl)=N\NC(=O)c1ccncc1
    -8	0	1	4	-3	-15	29	-13	-11	4	-20
> CCC(Oc1ccc2c(=O)c(-c3ccccc3OC)coc2c1)C(=O)OCc1ccccc1 (centres undefined)
    12	-10	11	0	15	3	16	-2	22	6	-11
> COc1ccc(CNC(=O)CSc2nc(SC)ns2)cc1
    1	0	13	-5	-3	8	20	-3	-6	6	9
> CCN(C(=O)CSc1nc2ccccc2n1CC)C1CCS(=O)(=O)C1 (centres undefined)
    -2	10	-1	-4	-3	4	10	-6	2	10	-11
> CCOC(=O)CC1=NS(=O)(=O)c2ccccc2N1
    12	-7	5	-11	-17	9	7	-3	-3	-2	-13
> Cc1cc(N2CC(C(=O)NCc3cccs3)CC2=O)ccc1C(C)C (centres undefined)
    -15	5	0	-7	7	-8	22	.	-6	-1	-1
> CC(C)CNC(=O)c1cccc(NC(=O)c2ccc(Cl)c([N+](=O)[O-])c2)c1
    -8	-14	-15	3	3	21	5	-3	-3	-5	9
> C=CCNC(=S)N1CCN(CCN=CC2=C(O)CC(c3cccs3)CC2=O)CC1 (centres undefined)
    4	3	-20	-5	-17	-18	3	2	1	-9	-8
> COc1ccc(NS(=O)(=O)CC(C)C)c(OC)c1
    -5	-4	4	0	-3	-13	16	3	2	6	14
> COC(=O)CN1C2(C#N)CCCCC2CC2CCCCC21C#N (centres undefined)
    -8	-4	8	-11	4	9	-18	-18	-12	-13	-45
> CN1CCN(C(=O)c2cc3sc4ccccc4c3s2)CC1
    -102	14	-53	.	-11	-98	-11	-1	32	-133	-65
> CN(CC(=O)NC1CCN(Cc2ccccc2)CC1)S(=O)(=O)c1ccc(Cl)s1
    11	5	-1	-17	10	-3	-3	2	-13	2	8
> COc1ccc(-c2nc(CS(=O)CC(=O)NCCN3CCCCC3C)c(C)o2)cc1OC (centres undefined)
    -2	-6	-6	-10	1	-8	-10	2	6	-12	-1
> CCN1Cc2c(cc(OC)c(OC)c2OC)-c2ccccc2S1(=O)=O
    9	2	4	-5	-2	10	3	-2	1	7	2
> Cc1c(-n2c(=O)n(Cc3ccccc3)c(=O)c3[nH]cnc32)cccc1S(C)=O (centres undefined)
    -11	-4	-2	1	3	3	-6	10	3	-7	1
> O=C(C1=C[C@H](c2coc3ccccc3c2=O)C[C@H](OCCCCO)O1)N1CCN(Cc2ccc3c(c2)OCO3)CC1
    -15	3	-17	0	-3	-8	11	0	-12	-16	-1
> C=C1CCCC2OC(CC3=CC4/C(C)=C/CC(C)CC(/C=C(\C)C(O)C5CC(O)C(O)C(CCC(O)/C=C/C(C)=C/CCC6=NCCC(C3)C64C)O5)OC(=O)CC3OC(C(O)C1)C(O)C3O)CC(O)C2O (centres undefined)
    -112	-14	-45	.	.	-361	13	118*	22	-170	-13
> CCN(CC)S(=O)(=O)c1cc(NC(=O)CCNC(=O)c2ccco2)ccc1C
    -15	-10	13	-4	1	-6	-4	2	-14	14	0
> Cn1nc(C(=O)Nc2nc3ccccc3[nH]2)c2ccccc2c1=O
    -34	-2	-37	-16	-8	-30	-37	3	-2	-54	-25
> CCOC(=O)CC(=O)c1[nH]c(C)c(C(=O)OCC)c1C
    -67	-2	-10	4	2	-3	2	-5	-7	-16	-25
> COc1ccc(N2CC(C(=O)NCc3ccco3)CC2=O)cc1 (centres undefined)
    2	-4	-23	-6	10	8	13	-5	-19	1	1
> Cc1cc(C)n2nc(N)c(N=Nc3ccc4c(c3)OCO4)c2n1
    8	-11	-10	-8	2	6	8	0	-14	15	-36
> O=C(Nc1cccc(C(F)(F)F)c1)C1Cc2c(-c3ccc(Cl)cc3)ccnc2O1 (centres undefined)
    -4	-5	22	.	.	-10	16	-5	-5	0	9
> CSc1oc(-c2ccco2)nc1S(=O)(=O)c1ccc(Br)cc1
    -30	-7	0	2	-4	15	2	-1	-16	-11	18
> CCN(CC)CC(=O)c1c[nH]c2ccc(C)cc12
    -29	-10	22	4	0	1	9	-19	-10	5	22
> Cc1cc(C(F)(F)F)nn1CC(=O)NCc1ccco1
    3	11	24	5	-6	6	13	-10	-9	-1	1
> Cc1cc(C)[n+](C)n1CC(O)Cn1c2ccccc2c2ccccc21 (centres undefined)
    8	2	-5	6	-3	-4	-6	7	6	10	-8
> O=Cc1ccc(Oc2cccc(C(F)(F)F)c2)nc1
    -2	2	-23	-14	0	12	-35	-4	0	-1	-11
> CC1(C)Cc2c(C#N)c(OCC(=O)c3ccc(Cl)cc3)nc(-c3ccco3)c2CO1
    -10	-2	-3	0	2	-4	4	-4	6	-21	-24
> Cc1ccc(C)c(OCCCC(=O)Nc2ccccc2C(N)=O)c1
    -55	-2	7	-2	1	-5	2	.	3	-7	13
> CCN(CC(=O)Nc1cc(C)nn1-c1nc(C)cc(C)n1)Cc1ccccc1
    -8	3	-3	2	0	17	5	1	1	3	-11
> COc1ccc(-n2c(=O)[nH]cc(C(=O)Nc3ccc4c(c3)OCO4)c2=O)cc1OC
    -19	-8	13	-3	5	-16	-2	-7	4	1	-20
> Cn1c(CC(=O)Nc2ccccc2Cl)nnc1SCC(=O)NC1CCCCC1
    0	-1	-4	-7	-2	-35	-1	-1	-9	1	5
> O=C(NC1CCCCC1)C1CCN(C(=O)c2ccccc2Cl)CC1
    -21	-6	13	1	2	2	-10	0	4	11	5
> O=S(=O)(c1ccccc1)N1CCN=C1SCc1ccc(Cl)c(Cl)c1
    6	13	-1	-4	-4	13	15	2	11	-6	-17
> N#Cc1cc(-c2ccccc2)nn1-c1ccccc1
    -9	5	-10	3	-13	-6	-29	-6	-6	8	-10
> NC(=O)CSc1nnc2sc3ccccc3n12
    -14	-9	2	6	1	7	.	13	1	0	-26
> O=C(C1CC1)N1CCCC(c2ccc(Cl)cc2)=N1
    -8	-6	-1	1	4	0	-11	14	-1	7	-2
> CCOc1ccc(CCNC(=O)c2cccc(NC3=NC4CS(=O)(=O)CC4S3)c2)cc1 (centres undefined)
    1	9	-9	5	-9	6	2	3	12	11	12

Marked active in Vif inh (from the list above):
canonical_smiles	NCOA1 inh	NOD2 RIPK2 PPI	NR2F2 inh	TLR9-MyD88 inh	LMP1 NFkB inh	NCOA3 inh	Vif inh	NR5A2 inv ag	NCOA2 inhibitor
C=C1CCCC2OC(CC3=CC4/C(C)=C/CC(C)CC(/C=C(\C)C(O)C5CC(O)C(O)C(CCC(O)/C=C/C(C)=C/CCC6=NCCC(C3)C64C)O5)OC(=O)CC3OC(C(O)C1)C(O)C3O)CC(O)C2O (centres undefined)	-112	-14	-45	.	.	-361	118*	-170	-13
